# CRE-bla Fsk = Cell signaling CRE-BLA (Fsk stim). Potency, µM (series often up to 38.2 µM), for inactives: at the top dose activity change, negative = inhibition, usual class: activators. CHO CRE-bla reporter (cAMP response element driving beta-lactamase), forskolin EC10, beta-lactamase ratio. actives 2.5% (n = 71,000); active = well fitted activation curve with a large enough effect in the signal ratio, with a control signal flat, not every such curve was filed as active; inconclusive = small, poorly fitted or top-dose-only effect, or effect the other way, or a change in a side signal; the % refers to the signal ratio; also: potency is read from the fitted curve at half-maximal effect; % of control where 0% means no effect
#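 qHTS titration format; CRE-bla CHO reporter; stimulus EC10 NKH 477, a water-soluble forskolin. Read: CCF4 460/530 nm ratio. Potency expressed as AC50 for activators or inhibitors.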
# Tau filament bind = qHTS Assay for Tau Filament Binding; Microtubule-associated protein tau (Homo sapiens), P10636; recombinant tau filaments, thioflavin S fluorescence, 15 h; filaments grown with octadecylsulfate alongside compound; Potency, µM (series often up to 57.1 µM), for the others: at the top dose activity change, negative = inhibition; actives 2% (n = 71,000); AID 596, 2007;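 also: potency is read from the fitted curve at half-maximal effect; % is scaled to controls: 0 for no effect and ±100 for the full control effect; actives lower thioflavin S fluorescence by blocking filaments or displacing dye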
# Target sequence (P10636 whole entry, looked up): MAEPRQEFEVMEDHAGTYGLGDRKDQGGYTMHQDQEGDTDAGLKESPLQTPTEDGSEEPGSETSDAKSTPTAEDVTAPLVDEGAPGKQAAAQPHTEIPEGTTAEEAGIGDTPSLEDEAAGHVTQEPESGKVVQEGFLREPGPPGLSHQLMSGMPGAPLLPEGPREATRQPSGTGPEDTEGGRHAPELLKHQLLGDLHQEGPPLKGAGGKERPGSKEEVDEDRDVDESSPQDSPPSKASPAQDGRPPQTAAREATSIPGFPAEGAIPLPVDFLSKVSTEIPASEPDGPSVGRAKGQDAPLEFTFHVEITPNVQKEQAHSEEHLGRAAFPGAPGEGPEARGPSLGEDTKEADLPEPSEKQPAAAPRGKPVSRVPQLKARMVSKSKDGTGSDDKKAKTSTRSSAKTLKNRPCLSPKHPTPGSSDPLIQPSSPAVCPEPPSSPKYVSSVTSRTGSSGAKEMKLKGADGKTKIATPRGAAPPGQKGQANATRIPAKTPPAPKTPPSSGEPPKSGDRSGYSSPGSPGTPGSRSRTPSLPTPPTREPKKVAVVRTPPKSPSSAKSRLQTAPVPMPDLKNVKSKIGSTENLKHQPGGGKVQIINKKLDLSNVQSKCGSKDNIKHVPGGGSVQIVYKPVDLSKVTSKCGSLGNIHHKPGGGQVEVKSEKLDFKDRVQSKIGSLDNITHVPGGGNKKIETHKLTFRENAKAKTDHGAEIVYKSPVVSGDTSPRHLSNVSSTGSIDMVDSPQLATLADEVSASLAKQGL
#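 Read-out: ThS fluorescence, 450 nm excitation/510 nm emission; lower signal marks blocked filament formation or displaced dye. Tau at 1 uM with 30 uM ODS, 10 uM ThS, 5 mM DTT, 100 mM NaCl, 10 mM HEPES pH 7.4; 15 h, 37 C.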
# ERK AVP block = qHTS Assay for Inhibitors of the ERK Signaling Pathway using a Homogeneous Screening Assay; HEK293-V1b, vasopressin-stimulated pERK AlphaScreen; Potency, µM (highest dose often 57.5 µM), for the others: top-dose activity, negative = inhibition, usual class: inhibitors; actives 0.99% (n = 72,000); also: potency is read from the fitted curve at half-maximal effect; % is scaled to controls: 0 for no effect and ±100 for the full control effect; nearly all actives have a fitted effect of over 55% in size
#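 V1b-HEK293 cells; cpd 30 min 37C; 25 nM vasopressin 5 min; lyse 10 min; AlphaScreen beads 5 hr RT. Normalized to DMSO basal and 25 nM vasopressin; AC50 by Hill fit.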
# Epigenetic mod = qHTS Assay for Epigenetic Modulators; mouse C127i GFP locus derepression, cytometry, 30 h; AID 597, 2007; Potency, µM (titrated, usually from 46.1 µM), inactives show at the top dose GFP derepression (activation); actives 0.09% (n = 68,000); also: % of control where 0% means no effect
#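 Locus derepression in mouse mammary C127i cells whose integrated CMV-GFP reporter is normally silent; GFP expression after 30 h compound treatment was quantified by counting fluorescent cells.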
# HADH2 inh = qHTS Assay for Inhibitors of HADH2 (Hydroxyacyl-Coenzyme A Dehydrogenase, Type II) | actives 3.4% (n = 73,000) | recombinant HADH2, NADH fluorescence, beta-hydroxybutyryl-CoA | Potency, µM (highest dose often 57.1 µM), without a hit: at the top dose activity change, negative = inhibition, actives largely listed as inhibitors | AID 886, 2007; also: potency is read from the fitted curve at half-maximal effect; % is scaled to controls: 0 for no effect and ±100 for the full control effect; nearly all actives have a fitted effect of over 60% in size; many of its hits are not listed in these tables
# Target sequence (Q99714 whole entry, looked up, one chain of several): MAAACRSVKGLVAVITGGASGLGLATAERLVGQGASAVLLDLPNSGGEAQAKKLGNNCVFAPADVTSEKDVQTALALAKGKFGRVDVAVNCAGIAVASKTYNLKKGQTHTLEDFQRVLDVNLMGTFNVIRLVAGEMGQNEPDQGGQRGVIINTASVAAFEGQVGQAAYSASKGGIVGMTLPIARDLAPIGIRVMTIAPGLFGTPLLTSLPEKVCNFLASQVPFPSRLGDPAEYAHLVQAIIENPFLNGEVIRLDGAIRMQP
#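 Read-out: 360 nm excitation, 450 nm emission, kinetic over 4 min. Conditions: His-tagged human HADH2 20 nM, pH 9.0 Tris with Tween-20, 1 mM NAD+, 90 uM beta-hydroxybutyryl-CoA.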
# Hsp90 Hop PPI = qHTS Assay for Disrupters of an Hsp90 Co-Chaperone Interaction | Hsp90 C-terminal peptide / TPR2A (Hop) interaction, human | AlphaScreen TPR2A-His6 binding biotin-Hsp90 C-terminal peptide | Potency, µM (top dose mostly 57 µM), inactives show at the highest dose activity change, negative = inhibition | actives 0.44% (n = 71,000) | AID 595, 2007; active = well fitted curve in either direction with a large enough effect; inconclusive = small, poorly fitted or top-dose-only effect, or another doubt; also: potency is read from the fitted curve at half-maximal effect; % is scaled to controls: 0 for no effect and ±100 for the full control effect; many of its hits are not listed in these tables
# HBB splice mod = qHTS Assay for Modulators of Hemoglobin Beta Chain Splicing; AID 925, 2007; Potency, µM (series often up to 46.1 µM), for the others: top-dose activation, usual class: activators; actives 0.06% (n = 65,000); HBB splicing reporter cell assay, activation; EGFP reporter with mutant IVS2-654 intron; response scale: normalised to 500 nM splice-correcting PNA; also: potency is read from the fitted curve at half-maximal effect; 0% is about no effect
#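 HeLa cells stably expressing EGFP interrupted by mutant beta-globin intron 2 (IVS2-654), 500/well in 2% FCS. Treated with compound for 2 days at 37C. Splicing correction scored as total well GFP intensity (488 nm excitation, 500-520 nm emission); 500 nM antisense PNA served as control.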
# Luciferase inh = qHTS Assay for Inhibitors of Firefly Luciferase; actives 2.2% (n = 72,000); purified firefly luciferase, luminescence, 8 min; Potency, µM (doses to about 57.1 µM), for inactives: at the highest dose activity change, negative = inhibition, most hits filed as inhibitors; AID 411, 2009; Luciferin 4-monooxygenase (Photinus pyralis), P08659; also: potency is read from the fitted curve at half-maximal effect; % is scaled to controls: 0 for no effect and ±100 for the full control effect; nearly all actives have a fitted effect of over 40% in size
#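 Firefly luciferase (PKLight detection mix) with 10 uM ATP in pH 7.2 imidazole buffer (KCl, MgCl2, Tween 20, BSA). Compounds tested across a concentration series (qHTS). Luminescence read after 8 min at ambient temperature.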
# Ub-GFP proteasome = Ubiquitin-GFP Assay; Ubiquitin-GFP reporter cells, proteasome inhibition, GFP fluorescence; response scale: untreated = 0%, 10 µM MG-132 = 100%; Potency, µM (titrated, usually from 45.9 µM), for the others: top-dose activation (GFP accumulation), hits mostly activators; 67,000 tested, under 10 active; AID 526, 2006; active = well fitted activation curve with a large enough effect, not every such curve was filed as active; inconclusive = small, poorly fitted or top-dose-only effect, or another doubt; inactive = no such curve, though single readings can be large or run the other way; also: potency is read from the fitted curve at half-maximal effect
#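 U2OS cells stably expressing ubiquitin(G76V)-GFP, seeded overnight in 0.5% FBS medium, were exposed to compounds (qHTS, 46 uM to 2.9 nM) for 4 hr at 37 °C. GFP-positive cells were counted by laser cytometry (488 ex/515 em), normalized between basal and 10 uM MG-132.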
# 15-hLO inh = qHTS Assay for Inhibitors of 15-hLO (15-human lipoxygenase) | Polyunsaturated fatty acid lipoxygenase ALOX15 (Homo sapiens), P16050 | purified 15hLO-1, xylenol orange hydroperoxide absorbance | Potency, µM (top dose mostly 57.1 µM), for the others: at the top dose activity change, negative = inhibition, actives largely listed as inhibitors | actives 1.4% (n = 74,000) | AID 887, 2007; also: potency is read from the fitted curve at half-maximal effect; % is scaled to controls: 0 for no effect and ±100 for the full control effect; nearly all actives have a fitted effect of over 55% in size
#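 Purified human 15hLO-1 (40 nM final) in 25 mM Hepes pH 7.5, 0.01% Triton X-100 was preincubated with compound 15 min at room temperature, then reacted 6 min with 50 uM arachidonic acid; hydroperoxide detected by Fe-XO, 573/405 nm absorbance ratio.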
# Pol III holo inh = qHTS Assay for Inhibitors of DNA Polymerase III Holoenzyme System. reconstituted DNA polymerase III holoenzyme replication, biochemical. Potency, µM (titrated, usually from 57.1 µM), inactives show at the highest dose activity change, negative = inhibition. actives 0.25% (n = 71,000); also: potency is read from the fitted curve at half-maximal effect; % is scaled to controls: 0 for no effect and ±100 for the full control effect
#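 Reconstituted *E. coli* holoenzyme (0.35 nM Pol III, 1 nM beta, 154 nM SSB, 2 nM primase) was preincubated with compound for 15 min at RT. Synthesis on 1.4 nM ssM13Gori ran 35 min, then was stopped with PicoGreen/EDTA and read as dsDNA fluorescence.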
# An asterisk follows results filed as active; u = inconclusive; x = no result given; [ ] = dose if it differs, or a comment. Unless noted, calls follow the shape of the dose curve; as a rule, active = well fitted curve in the direction sought with a large enough effect; inconclusive = small, poorly fitted or top-dose-only effect, or another doubt; inactive = no such curve, though single readings can be large; an effect the other way counts as inactive or inconclusive.
# Values run as follows: HBB splice mod | 15-hLO inh | CRE-bla Fsk | Luciferase inh | HADH2 inh | Hsp90 Hop PPI | Ub-GFP proteasome | ERK AVP block | Tau filament bind | Epigenetic mod | Pol III holo inh
CCOc1ccc(OCC)c(NC(=O)CN2CCN(c3cc(C)ccc3C)CC2)c1
    -1.9% | -21.4% | u | 0.7% | 3.7% | -2.6% | -2.0% | 5.6% | 13.1% | 0.1% | 1.5%
CCCC(=O)N1c2ccc(-c3csc(N)n3)cc2CC1C (centres undefined)
    x | -16.2% | u | 12.6µM* | -21.0% | -7.4% | -0.7% | -15.4% | -9.1% | -1.7% | 0.8%
O=C(CSc1nnc(-c2cccs2)n1Cc1ccco1)c1ccc2c(c1)OCO2
    0.2% | -16.7% | u | 0.2% | 2.1% | -5.8% | 4.3% | 31.6µM* | 40.2% | -1.3% | -2.7%
Cc1cc(C)cc(OCC(=O)NCc2nc(-c3ccccc3)no2)c1
    -0.1% | -8.2% | 3.4% | 1.8% | -4.5% | 0.0% | -11.1% | -14.4% | -3.4% | 2.7% | -6.2%
Cc1cccc(C)c1NC(=O)[C@H](C)N
    0.5%[20.6 µM] | -0.1%[25.6 µM] | -2.3%[17.1 µM] | 1.8%[25.5 µM] | -14.7%[25.6 µM] | -2.5%[26 µM] | -5.4%[20.5 µM] | -9.4%[25.7 µM] | 17.1%[25.6 µM] | -1.7%[20.6 µM] | -3.5%[25.6 µM]
CCOC(=O)c1cccc(-n2c(C)nc3ccccc3c2=O)c1
    -0.6% | u | 20.0% | -1.7% | 8.5% | 2.1% | -5.3% | -11.8% | u | 1.6% | -8.1%
Cc1ccc2nc(NCc3ccco3)c(C=NCc3ccco3)c(=O)n2c1
    0.9% | 2.3% | 10µM* | -7.1% | -8.6% | -1.4% | 7.2% | -14.0% | -7.8% | -1.9% | -9.4%
COC(=O)Nc1nc(C)c(C(=O)N(C)C)s1
    1.3% | 8.3% | u | -0.9% | 8.8% | 0.2% | 9.8% | 12.9% | 12.6% | 6.7% | -5.1%
Cc1cc(Br)ccc1NC(=O)CNC(=O)CN(C)Cc1nc2ccccc2c(=O)[nH]1
    0.2%[57.5 µM] | 55.0%[activator] | -27.0% | -1.0% | 2.4% | -0.9% | 1.6% | 15.0% | -4.4% | -2.7% | -0.2%
CCN(CC)S(=O)(=O)c1ccc(S(=O)(=O)N(Cc2ccccn2)Cc2ccco2)cc1
    x | -14.0% | 1.5% | -2.3% | -3.7% | -3.3% | -4.6% | u | -4.1% | -2.1% | -6.7%
CSc1ccccc1NC(=O)CN(Cc1ccc(Cl)cc1)S(C)(=O)=O
    -1.4% | -5.9% | 6.2% | -1.7% | -19.1% | -4.5% | 4.0% | -17.1% | 8.5% | 4.5% | -6.8%
CC1CC(C)CN(C(=O)COC(=O)CNS(=O)(=O)/C=C/c2ccccc2)C1 (centres undefined)
    2.2% | -7.4% | 4.5% | 2.8% | -3.4% | -0.8% | 3.1% | -7.3% | 1.1% | 0.0% | -0.7%
c1ccc(Cn2nnnc2C(c2ccccn2)N2CCOCC2)cc1 (centres undefined)
    x | 15.0% | 3.2% | 0.5% | 7.1% | -1.0% | 4.0% | 3.6% | -21.3% | 0.0% | -1.4%
CSc1nc2c(ccc3ccccc32)o1
    0.3% | -4.0% | 1.1% | 2.1% | -9.6% | 0.9% | -2.8% | -5.7% | -4.1% | 0.0% | -7.6%
COc1ccc(C(=O)N(Cc2nc(-c3ccc(C)cc3)no2)C2CCCCC2)cc1OC
    -0.2% | -10.3% | u | 3.5% | 16.3% | -4.7% | -0.4% | -4.8% | 26.1% | -1.3% | -4.0%
CCOc1ccc(-c2cc(CCCC(=O)N3CCN(c4ccc(OC)cc4)CC3)no2)cc1
    -0.9% | -11.5% | 3.6% | -18.1% | 3.2% | -16.9% | -3.1% | u | 62.5% | -3.1% | 1.1%
O=C(c1ccc(S(=O)(=O)N2CCC(c3nc4ccccc4[nH]3)CC2)cc1)N1CCOCC1
    x | -16.1% | 4.8% | -0.8% | 9.6% | 2.7% | 0.1% | -8.6% | -4.6% | -1.7% | -2.5%
N#CCCn1c(=O)c(-c2ccc(Cl)cc2)nc2cnc(Nc3ccccc3)nc21
    u | 5.6% | u | 1.1%[11.4 µM] | 6.5% | -4.8% | u | -21.2% | 404.6% | u | -6.7%
CCOC(=O)CN1CC23C=CC(O2)C(C(=O)NCc2ccccc2OC)C3C1=O (centres undefined)
    -0.6% | 6.3% | -4.2% | 4.0% | -1.9% | -1.2% | 1.5% | -2.0% | -18.4% | 0.0% | -2.6%
COc1ccc2nc(SCc3cnc(C)nc3N)[nH]c2c1
    -2.0% | -3.1% | 17.4% | -2.4% | 10.6% | 0.5% | -0.6% | -13.3% | 12.6% | 0.0% | -2.6%
COc1ccc2nccc(SCC(=O)O)c2c1
    0.7%[9.22 µM] | 9.0%[11.4 µM] | -2.3%[7.6 µM] | -0.1%[11.4 µM] | 0.5%[11.4 µM] | -2.3%[11 µM] | 0.8%[9.17 µM] | -3.9%[11.5 µM] | -1.4%[11.4 µM] | 0.0%[9.22 µM] | 0.7%[11.4 µM]
CC(O)Cc1nsc(NC(=O)c2cccs2)n1 (centres undefined)
    -0.9% | 2.1% | 5.0% | -15.9% | 5.7% | -2.6%[2.3 µM] | -8.6% | -18.0% | 6.0% | x | -5.5%
Cn1c(=O)cc(SCC(=O)NCCCN2CCOCC2)c2ccccc21
    -1.5% | -1.7% | -0.2% | -0.5% | -3.2% | -3.5% | -8.3% | 24.5% | -1.0% | -4.2% | 3.3%
CCOc1ccccc1C1CC(c2ccc(F)cc2)Nc2nc(N)nn21 (centres undefined)
    0.0% | 26.6% | -4.1% | 0.6% | -3.7% | -5.3% | -6.5% | -25.4% | -12.2% | -3.9% | -3.1%
Cc1ccc2cc3cc(C(=O)NCc4ccco4)oc3nc2c1
    -3.6% | -2.2% | u | -2.6% | 26.1% | -0.2% | 7.9% | 16.7% | 37.0% | 0.0% | -3.0%
CCOC(=O)c1ccccc1NC(=O)c1cncc(Br)c1
    1.6% | -9.7% | -7.1% | 2.8% | u | 1.2% | 3.0% | 3.9% | -6.1% | 8.8% | 1.3%
O=C(CC(SCc1ccco1)c1ccc(O)cc1)c1cccs1 (centres undefined)
    -4.2% | -16.1% | u | -1.5% | u | -4.5% | -4.2% | -1.0% | 8.0% | 1.0% | -5.3%
O=C(NCCCCC(NC(=O)C1CCCCC1)C(=O)O)c1ccccc1 (centres undefined)
    1.8% | 3.7% | -3.2% | 3.9% | -1.9% | -1.5% | -0.2% | -9.6% | 0.9% | 0.0% | -5.5%
Cc1cc(=O)n2[nH]c(-c3ccc(F)cc3)nc2n1
    x | 6.6% | 2.8% | 12.6µM* | -1.3% | 1.1% | 3.6% | 2.7% | -0.3% | -1.9% | -11.7%
Cc1cc(C)n(-c2ccc(Cl)c(C(=O)Nc3ccc(-c4nnc5n4CCCCC5)cc3)n2)n1
    -0.4%[57.5 µM] | 7.7% | u | 0.4% | -3.9% | -0.8% | 9.0% | 5.9% | 1.6% | 3.8% | -1.5%
CCn1c(SCC(=O)N2CCCC2)nnc1-c1ccc(S(=O)(=O)N2CCCCCC2)cc1
    2.0% | -3.5% | -4.8% | 1.9% | 8.2% | -1.1% | -0.9% | -0.8% | 14.7% | -2.3% | -3.5%
CN(C(=O)COC(=O)c1ccc2c(c1)OCO2)C1CCS(=O)(=O)C1 (centres undefined)
    6.6% | 9.7% | -0.6% | -0.4% | 1.4% | -5.5% | -7.5% | 13.5% | 2.5% | 0.0% | 3.3%

# Source: PubChem BioAssay (National Center for Advancing Translational Sciences (NCATS))

# Not all compounds are listed (hit frequency here may not be typical).
